DNMT1 inh: human DNMT1 methyltransferase inhibitors, primary screen, biochemical, molecular beacon, fluorescence, HinP1I cleavage, uHTS; DNA (cytosine-5)-methyltransferase 1 (Homo sapiens), P26358; inhibition (reported as % activation of signal), % at 10 µM; hit rate 0.83% among 360,000; AID 588458, 2011; in the data active = inhibition above about 50%
NadD block: inhibitors of S. aureus NadD, primary screen, biochemical, colorimetric, uHTS | Nicotinate-nucleotide adenylyltransferase NadD (Staphylococcus aureus N315) | purified NadD enzyme, colorimetric absorbance read-out | inhibition, % at 20 µM | hit rate 0.78% among 360,000 | AID 602399, 2012; in the data active = inhibition above about 26%; note: some compounds past the cut are filed as inactive
SKN-1 block: suppressors of acrylamide-induced Pgst-4::GFP reporter in worms, primary screen, SKN-1 inhibitor project, whole organism, uHTS, GFP/RFP fluorescence ratio, strain VP596; C. elegans VP596 Pgst-4::GFP/RFP ratio, 24 h; inhibition, % at 21.8 µM; hit rate 0.49% among 360,000;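 active = interference check ratio from 0.5 to 1.5 plus GFP to RFP signal ratio inhibition reaching or exceeding a fixed threshold, cut at about 30% in these data, passing the limit was not always enough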; note: some compounds called inactive have numbers as strong as hits
CendR NRP1 mod: modulators of CendR peptide binding to NRP-1, primary screen, biochemical, fluorescence polarization, uHTS; Neuropilin-1 (Homo sapiens), O14786; FAM-RPARPAR peptide binding to NRP-1; AID 602438, 2012; hit rate 0.85% among 360,000; inhibition, % at 25 µM;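 active = inhibition or corrected inhibition above about 18%, plus a signal ratio from 0.5 to 1.5, limit read from the data, passing the limit was not always enough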; note: strong numbers were not always called active
Neddylation inh: inhibitors of cullin neddylation, primary screen, biochemical, TR-FRET, uHTS, NAE and Ubc12. NEDD8-conjugating enzyme Ubc12 (Homo sapiens) + NEDD8-activating enzyme E1 regulatory …. hit rate 0.58% among 360,000. calls only at 25 µM. AID 651699, 2012; in the data active = inhibition above about 36%
Target sequence (P61081 whole entry, looked up): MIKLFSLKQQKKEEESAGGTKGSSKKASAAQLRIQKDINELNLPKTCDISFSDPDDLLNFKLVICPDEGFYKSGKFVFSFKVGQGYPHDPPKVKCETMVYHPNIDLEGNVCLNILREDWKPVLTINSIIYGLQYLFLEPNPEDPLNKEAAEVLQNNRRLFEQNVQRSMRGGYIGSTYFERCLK
Target sequence (Q13564 whole entry, looked up): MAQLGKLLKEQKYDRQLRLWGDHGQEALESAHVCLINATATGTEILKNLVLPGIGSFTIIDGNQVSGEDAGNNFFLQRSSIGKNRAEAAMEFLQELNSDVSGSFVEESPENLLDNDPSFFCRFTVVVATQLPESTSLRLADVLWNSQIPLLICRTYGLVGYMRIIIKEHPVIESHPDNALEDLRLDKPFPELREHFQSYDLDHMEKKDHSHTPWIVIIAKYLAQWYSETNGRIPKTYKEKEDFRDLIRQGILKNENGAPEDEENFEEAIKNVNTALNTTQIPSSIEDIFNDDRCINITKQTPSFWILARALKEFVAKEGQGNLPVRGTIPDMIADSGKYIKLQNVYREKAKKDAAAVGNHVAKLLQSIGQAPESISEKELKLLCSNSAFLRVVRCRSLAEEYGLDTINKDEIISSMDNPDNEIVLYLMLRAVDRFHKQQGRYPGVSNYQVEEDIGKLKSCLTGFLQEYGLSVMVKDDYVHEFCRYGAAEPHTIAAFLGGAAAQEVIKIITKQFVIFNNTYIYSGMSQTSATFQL
LMPTP block: LMPTP phosphatase inhibitors, primary screen, biochemical, fluorescence intensity, uHTS; Low molecular weight phosphotyrosine protein phosphatase (Homo sapiens), P24666; recombinant LMPTP-A, OMFP fluorogenic substrate; inhibition, % at 20 µM; hit rate 0.22% among 360,000; AID 651560, 2012;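 active = compounds that cut the enzyme signal by at least half of the control window in the single-dose screen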;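 note: plate controls were DMSO wells with enzyme plus substrate for no effect and substrate without enzyme for full effect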
Target sequence (P24666 whole entry, looked up): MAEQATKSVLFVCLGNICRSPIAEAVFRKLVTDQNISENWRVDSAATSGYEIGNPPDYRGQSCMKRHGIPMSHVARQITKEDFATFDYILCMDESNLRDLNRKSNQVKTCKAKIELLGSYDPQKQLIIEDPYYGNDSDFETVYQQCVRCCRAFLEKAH
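Test system: LMPTP-A, protein tyrosine phosphatase of low molecular weight; Input: 0.625 nM enzyme; Incubation: 50 min dark incubation at room temperature; Signal: endpoint fluorescence intensity from OMFP dephosphorylation; Read-out basis: % inhibition versus control wells.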
TbMetRS inhib: T. brucei MetRS inhibitors, primary screen, biochemical, luminescence; purified T. brucei MetRS, ATP depletion, Kinase-Glo luminescence; hit rate 0.4% among 360,000; AID 624268, 2012; inhibition, % at 11.9 µM;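 active = inhibition above a per-plate cutoff of the control wells' mean inhibition plus 3 SD, cut at about 5.5% in these data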;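 note: 0% = DMSO wells median and 100% = median of wells with control inhibitor compound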
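Material: parasite MetRS enzyme / Replication: singlicate, one well per compound / Signal: luminescence of leftover ATP / Schedule: 2 h aminoacylation at 25 °C after 15 min preincubation / Medium: HEPES-MgCl2-KCl buffer plus DTT, spermine, BSA, pyrophosphatase / Doses: 11.9 µM single point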
Scp1 inh: Scp-1 phosphatase inhibitors, primary screen, biochemical, colorimetric, uHTS; Carboxy-terminal domain RNA polymerase II polypeptide A small phosphatase 1 (Homo …; Recombinant Scp1, phosphopeptide, malachite green phosphate absorbance; hit rate 0.88% among 340,000; inhibition, % at 20 µM;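 active = inhibition above about 50% at 20 µM, limit read from the data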;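 note: plate controls were DMSO wells with enzyme for no effect and wells lacking enzyme for full effect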
Target sequence (Q9GZU7 76-261 limits assumed): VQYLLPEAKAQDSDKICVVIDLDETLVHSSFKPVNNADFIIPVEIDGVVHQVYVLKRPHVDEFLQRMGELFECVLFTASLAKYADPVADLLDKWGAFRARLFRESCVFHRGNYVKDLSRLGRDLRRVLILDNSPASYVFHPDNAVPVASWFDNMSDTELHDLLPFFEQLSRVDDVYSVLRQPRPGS
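System: SCP-1 catalytic domain; Reagent: Phospho 17-mer peptide substrate; Doses: one concentration, 20 µM, with 1.0% DMSO; Incubation: 45 min room-temperature reaction, 5 min colour, 30 min stabiliser; Signal: Phosphate-binding colour reagent, absorbance read at 630 nm.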
STEP inh: STEP phosphatase inhibitors, primary screen, biochemical, fluorescence intensity, uHTS; recombinant STEP, OMFP fluorogenic substrate; Tyrosine-protein phosphatase non-receptor type 5 (Homo sapiens), P54829; hit rate 0.25% among 360,000; inhibition, % at 20 µM;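 active = inhibition at 20 µM, scaled per plate between control wells, above about 37%, limit read from the data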;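 note: 0% = DMSO with enzyme and substrate and 100% = substrate only without enzyme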
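Material: STEP (striatal-enriched tyrosine phosphatase) enzyme, cell-free; Compound dosing: 20 µM single dose in 1% DMSO; Technique: fluorescence read at 480 nm ex / 540 nm em; Times: reaction 20 min, ambient temperature; Medium: 50 mM Bis-Tris pH 6.0 with 2.5 mM DTT and 0.005% Tween 20; Also added: OMFP at 25 µM.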
SUMO1-SIM PPI: modulators of SUMO1 protein-protein interactions, primary screen, biochemical, uHTS; inhibition, % at 20 µM; AID 602429, 2012; SUMO1 binding to a labelled peptide, TR-FRET, 1 h; Small ubiquitin-related modifier 1 (Homo sapiens), P63165; hit rate 0.33% among 360,000; in the data active = inhibition above about 37%
Numbers without * were called inactive; i = inactive; nt = no result given. The order is random; 4.6% or so of the library scored in one or more.

Values run as follows: DNMT1 inh | NadD block | SKN-1 block | CendR NRP1 mod | Neddylation inh | LMPTP block | TbMetRS inhib | Scp1 inh | STEP inh | SUMO1-SIM PPI
1) O=C(CCN1CCN(C/C=C/c2ccccc2)CC1)Nc1ccc(Cl)cc1
  4 | 0 | 5 | 20 | i | -1.6 | 0.0 | -7 | 0 | -5
2) COc1ccc(NC(=O)Cc2csc(NC(=O)Nc3ccccc3OC)n2)c(OC)c1
  -5 | 3 | 8 | 13 | i | 0.9 | 0.0 | -1 | -2 | 9
3) CC1CN(S(=O)(=O)c2cccs2)CC(C)O1 (stereo not drawn)
  6 | 0 | -8 | 7 | i | -0.6 | -0.9 | 10 | 0 | 17
4) Nc1[nH][nH]c(=O)c1N=Nc1ccc2c(c1)OCO2
  -20 | -2 | 9 | -22 | i | 3.5 | -0.6 | -8 | 2 | -30
5) COCCCNC(=O)CCn1c(=O)c2ccccc2n(CC(=O)NCCC2=CCCCC2)c1=O
  -1 | 3 | 7 | 1 | i | 0.1 | 0.4 | -5 | 1 | 1
6) Cc1c(C(=O)N2CCCCC2)c(S(=O)(=O)NCc2ccc(F)cc2)c(C)n1C
  1 | -6 | 1 | 10 | i | -1.4 | -0.3 | 5 | 0 | 1
7) O=C(CC1CCCC1)Nc1ccc2c(c1)CCC2
  2 | 4 | 7 | -7 | i | 0.7 | -1.4 | -7 | 3 | 0
8) O=C(CNC(=O)c1ccccc1)N/N=C/c1cc(Br)ccc1O
  0 | -4 | 10 | 6 | i | -0.9 | 0.2 | -4 | -1 | 3
9) COc1ccc(C(=O)NC2CCN(Cc3c(F)cccc3Cl)CC2)cc1OC
  0 | 1 | 3 | -1 | i | 0.1 | -0.5 | 2 | 2 | -4
10) N=C(c1ccc([N+](=O)[O-])cc1)N1CCCCCC1
  1 | -8 | -2 | 11 | i | 0.3 | 0.4 | -2 | -2 | -25
11) CCC(C(=O)Nc1sc(C(N)=O)c(C)c1C(=O)OC)c1ccccc1 (stereo not drawn)
  -1 | -2 | 1 | -15 | i | 1.3 | -0.3 | -7 | 7 | 15
12) CCCCCCCN1C(Nc2ccccc2)=NC[C@@H]1Cc1ccccc1
  58* | 0 | 13 | 26* | i | 2.7 | 0.0 | 3 | 2 | -5
13) CCOC(=O)N1CCc2c(sc3c2c(=O)n(Cc2ccccc2)c(=O)n3Cc2ccccc2F)C1
  -6 | 6 | 10 | 1 | i | 3.8 | -0.2 | -22 | 4 | 1
14) CC(=O)N1CCN(C(=O)c2ccc(Cl)c(S(=O)(=O)N3CCCCCC3)c2)CC1
  1 | -1 | -3 | 3 | i | -0.5 | -0.1 | -3 | -2 | -4
15) O=C(CSc1nnc(-c2ccc3c(c2)OCO3)o1)Nc1c(F)cccc1F
  4 | 4 | -8 | 6 | i | -1.6 | -0.4 | -1 | 0 | -3

The closing 2 records of the part before open the next one.
Values run as follows: DNMT1 inh | NadD block | SKN-1 block | CendR NRP1 mod | Neddylation inh | LMPTP block | TbMetRS inhib | Scp1 inh | STEP inh | SUMO1-SIM PPI
14) CC(=O)N1CCN(C(=O)c2ccc(Cl)c(S(=O)(=O)N3CCCCCC3)c2)CC1
  1 | -1 | -3 | 3 | i | -0.5 | -0.1 | -3 | -2 | -4
15) O=C(CSc1nnc(-c2ccc3c(c2)OCO3)o1)Nc1c(F)cccc1F
  4 | 4 | -8 | 6 | i | -1.6 | -0.4 | -1 | 0 | -3
16) COc1cc(NC(=O)CN2C(=O)NC(c3ccccc3)(c3ccccc3)C2=O)cc(OC)c1
  -2 | 1 | 15 | 4 | i | 2.9 | 0.4 | -7 | -4 | 0
17) Cc1cc(C)n2nc(SCC(=O)N3CCCC3)nc2n1
  5 | -1 | 4 | 3 | i | -1.6 | -0.3 | 13 | 2 | 2
18) CCC(C)N(C(=O)COC(=O)c1ccccc1SCC(=O)N1CCCC1)C1CCS(=O)(=O)C1 (stereo not drawn)
  1 | -7 | -8 | 11 | i | -0.7 | -0.1 | -5 | 3 | 1
19) CC(CN1CCOCC1)c1ccccc1 (stereo not drawn)
  0 | -3 | 9 | -4 | i | -1.1 | -0.5 | -1 | -3 | 3
20) O=S1(=O)CC(N2CCC(c3ccccc3)CC2)CN1Cc1ccc(F)cc1 (stereo not drawn)
  -6 | -8 | 13 | 17 | i | -0.9 | -1.2 | nt | 2 | 0
21) O=c1c2ccccc2[nH]c(=S)n1CCCN1CCN(c2ccccc2F)CC1
  -3 | -5 | 6 | 21 | i | 1.6 | -0.1 | 11 | 0 | 3
22) O=C(OCC(=O)N1CCN(S(=O)(=O)c2ccccc2)CC1)C1CCC1
  6 | 1 | 12 | -9 | i | -1.0 | 0.3 | -10 | 0 | 0
23) COc1ccc(CC(=O)N2CCN(C(=O)c3ccco3)CC2)cc1
  1 | -4 | -6 | -3 | i | 0.8 | -0.9 | -2 | 8 | 11
24) O=C(Cc1ccc(-n2c(=O)[nH]c3ccsc3c2=O)cc1)NCc1cccnc1
  1 | -4 | -5 | 1 | i | 0.8 | -0.8 | -5 | -1 | -2
25) CC(C)CNC(=O)COC(=O)CNC(=O)c1cc(Cl)cc([N+](=O)[O-])c1
  -1 | 0 | 3 | 10 | i | -2.8 | 0.7 | -4 | 1 | -26
26) COc1ccc(NC(C)=O)cc1S(=O)(=O)Nc1ccc(S(=O)(=O)N2CCCCC2)cc1
  4 | 2 | 26 | 20 | i | -0.6 | -0.1 | -10 | 0 | -1
27) COc1ccc(CCn2c(-c3ccco3)nc3ccccc3c2=O)cc1OC
  -3 | -8 | -1 | 2 | i | -1.5 | -0.4 | 4 | 2 | 0
28) COc1cccc(NC(=O)COC(=O)/C=C/c2ccco2)c1
  15 | 3 | 2 | -14 | i | 3.2 | -0.3 | 27 | 2 | -13
29) CCCc1cc(=O)[nH]c(SCC(=O)NC2CCCc3ccccc32)n1 (stereo not drawn)
  0 | -7 | -5 | 7 | i | -1.0 | -0.7 | -6 | 1 | 4
30) CCc1nc2c(OCc3ccc(C#N)cc3)cccn2c1N(C)C(=O)c1ccc(C)cc1
  -4 | -1 | -1 | -2 | i | -0.5 | -0.2 | nt | 4 | 3
31) O=S(=O)(Cc1ccccc1)c1cnc2ccccc2n1
  2 | 7 | 3 | -2 | i | -0.5 | 0.2 | 0 | 1 | -14
32) CC(NC(=O)C1CCCN1C(=O)c1cccs1)c1ccc(Cl)cc1Cl (stereo not drawn)
  1 | -5 | -4 | -10 | i | -2.3 | -0.1 | nt | 3 | -2
33) CC(C)(C)NC(=S)N1CCC2CC1c1c(Cl)cccc12 (stereo not drawn)
  2 | -1 | 5 | 8 | i | -1.8 | -0.5 | nt | -1 | 0
34) O=S(=O)(c1ccc(F)c(F)c1)N1CCC2(CC1)OCCO2
  3 | -6 | 15 | -1 | i | -2.1 | -1.0 | 7 | -3 | 6
35) C=CCc1c(C)nc(-c2ccccc2)nc1Nc1ccccc1O
  -9 | -3 | 4 | -53 | i | 4.0 | -1.2 | -8 | -8 | -2
36) Cc1ccc(Cn2nnnc2CN2CCC(NC(=O)c3ccc(Br)cc3)CC2)cc1
  -3 | 2 | 22 | 6 | i | 0.1 | -0.6 | -5 | -3 | -2
37) Cn1c(=O)[nH]c(=O)c2[nH]c(NCCCN3CCOCC3)nc21
  0 | -2 | 10 | -6 | i | -2.9 | 0.6 | 1 | -2 | 2
38) CCOC(=O)C1CCN(CCCSc2ccc(Cl)cc2)CC1
  0 | -12 | 1 | -4 | i | -1.3 | -1.1 | -5 | -3 | -1
39) CCOc1ccc(N(C(C)C(=O)NC2CCCCCC2)S(C)(=O)=O)cc1 (stereo not drawn)
  -3 | 5 | -15 | -4 | i | -0.9 | -0.2 | -13 | -1 | 3
40) O=C(CCCN1C(=O)c2cccc3cccc(c23)C1=O)N1CCN(c2ccc(F)cc2)CC1
  0 | 2 | -3 | 7 | i | 5.0 | -0.3 | -13 | 3 | -24
41) COn1c(=O)c(-c2ccc(F)cc2)[n+]([O-])c2ccccc21
  -6 | 0 | -14 | -6 | i | 0.9 | -0.4 | -12 | 0 | -29
42) Cc1ccc2oc(C(=O)N(CCO)Cc3ccccc3)c(C)c2c1
  3 | -7 | -5 | 2 | i | 0.8 | -0.3 | -5 | -1 | 3
43) CC1CCCN(C(=O)CSc2nnc3n(C4CCCC4)c(=O)c4ccccc4n23)C1 (stereo not drawn)
  6 | -7 | -1 | -13 | i | -1.6 | -1.1 | -3 | 0 | -3
44) COc1ccc(NC(=O)c2cc(OC)c(OC)c(OC)c2Br)cc1OC
  2 | -4 | 2 | 7 | i | -2.9 | -0.6 | -30 | -3 | -2
45) COc1cc(CNCCc2ccccc2F)ccc1OCC(=O)N1CCCCC1
  2 | -4 | 1 | -1 | i | -0.7 | -0.7 | -5 | -2 | 4
46) O=C(COC(=O)c1cnccn1)NCc1ccc2c(c1)OCO2
  -4 | -2 | -3 | 2 | i | -0.1 | 0.3 | -7 | 1 | 2
47) COC(=O)Cn1nc(-c2ccccc2)n(-c2ccccc2)c1=S
  3 | 2 | -10 | 4 | i | 0.5 | -0.4 | -2 | 4 | 0
48) CSCCC(NC(=O)c1ccccc1Br)C(=O)N1CCC(C)CC1 (stereo not drawn)
  -1 | -4 | 2 | -7 | i | -0.6 | -0.5 | -5 | 4 | 2
49) C/C(Cn1cnc([N+](=O)[O-])n1)=N\NC(=O)c1ccc(F)cc1
  0 | 2 | 27 | 14 | i | 0.0 | -0.1 | -3 | -2 | -10
50) CN1CCN(C(=O)C2=C[C@H](c3ccc(Br)cc3)C[C@H](OCCCCO)O2)CC1
  -1 | -1 | 4 | 8 | i | -1.4 | -0.1 | -4 | -4 | 4
51) Cc1cccc(C)c1NC(=O)CN(C)C(=O)C1CCN(c2ncnc3sc(C)c(C)c23)CC1
  0 | 2 | 12 | -11 | i | 0.2 | -0.3 | -4 | -1 | 3
52) COc1ccc(Cl)cc1NC(=O)CN1C(=O)CCS(=O)(=O)c2ccccc21
  -2 | -6 | 10 | -4 | i | -0.3 | 0.2 | 3 | -3 | 2

Assay outcomes from PubChem.
